# Screening data: PubChem BioAssay, National Center for Advancing Translational Sciences (NCATS)
# IMPase inh – membrane-permeable compound that blocks inositol monophosphatase; 120,000 tested, under 10 active; AID 901; CHO-M1 cells, IP1 accumulation, HTRF TR-FRET ratio; P97697; inhibition (IP1 accumulation), % at 46.1 µM; active = well fitted curve in the direction sought with a large enough effect in the signal ratio, not every such curve was filed as active; inconclusive = small, poorly fitted or top-dose-only effect, or a change in a side signal; inactive = no such curve, though single readings can be large or run the other way; the % refers to the signal ratio;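 also: cells stimulated with carbachol in lithium chloride buffer; plate controls were DMSO basal wells for no effect and reference inhibitor wells for full effect; higher means more IMPase inhibition seen as more IP1 and lower FRET ratio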
# Target sequence (P97697 whole entry, looked up): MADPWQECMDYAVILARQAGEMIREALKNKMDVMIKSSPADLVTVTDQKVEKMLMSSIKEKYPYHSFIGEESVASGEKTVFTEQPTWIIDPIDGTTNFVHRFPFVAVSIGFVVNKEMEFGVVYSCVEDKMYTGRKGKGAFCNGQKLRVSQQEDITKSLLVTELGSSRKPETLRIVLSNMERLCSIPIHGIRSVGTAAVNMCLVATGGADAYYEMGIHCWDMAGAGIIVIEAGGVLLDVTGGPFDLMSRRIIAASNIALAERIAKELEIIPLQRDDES
#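 CHO-M1, 2000 cells/well, cultured 16–30 h; cpd up to 46 uM; carbachol (50 uM solution, stimulation buffer w/ 50 mM LiCl, pH 7.4), 30 min 37C; IP-One TR-FRET, 10 min RT; Ex 320/Em 665, 620; Hill-fit AC50.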
# ALOX15B inhib – inhibitors of human 15-lipoxygenase 2 (ALOX15B) | O15296 | purified 15hLO-2, xylenol orange hydroperoxide absorbance | Potency, µM (doses to about 57.1 µM), for the others: at the top dose activity change, negative = inhibition, most hits filed as inhibitors | 110,000 tested, 0.56% active | AID 881; also: potency is read from the fitted curve at half-maximal effect; nearly all actives have a fitted effect of over 60% in size; many of its hits are not listed in these tables
#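 Screening format was qHTS against 50 nM purified 15hLO-2 in Hepes pH 7.5 with detergent. Activity follows hydroperoxide formation from 45 uM arachidonic acid, measured as 573:405 nm absorbance ratio of the ferric-xylenol orange complex.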
# ALOX12 inhib – 12-hLO (ALOX12) enzyme inhibition; purified 12-hLO, xylenol orange hydroperoxide absorbance; 150,000 tested, 0.12% active; Potency, µM (highest dose often 57.1 µM), inactives show at the highest dose activity change, negative = inhibition, actives largely listed as inhibitors; also: potency is read from the fitted curve at half-maximal effect; nearly all actives have a fitted effect of over 55% in size; many of its hits are not listed in these tables
# Target sequence (P18054 whole entry, looked up): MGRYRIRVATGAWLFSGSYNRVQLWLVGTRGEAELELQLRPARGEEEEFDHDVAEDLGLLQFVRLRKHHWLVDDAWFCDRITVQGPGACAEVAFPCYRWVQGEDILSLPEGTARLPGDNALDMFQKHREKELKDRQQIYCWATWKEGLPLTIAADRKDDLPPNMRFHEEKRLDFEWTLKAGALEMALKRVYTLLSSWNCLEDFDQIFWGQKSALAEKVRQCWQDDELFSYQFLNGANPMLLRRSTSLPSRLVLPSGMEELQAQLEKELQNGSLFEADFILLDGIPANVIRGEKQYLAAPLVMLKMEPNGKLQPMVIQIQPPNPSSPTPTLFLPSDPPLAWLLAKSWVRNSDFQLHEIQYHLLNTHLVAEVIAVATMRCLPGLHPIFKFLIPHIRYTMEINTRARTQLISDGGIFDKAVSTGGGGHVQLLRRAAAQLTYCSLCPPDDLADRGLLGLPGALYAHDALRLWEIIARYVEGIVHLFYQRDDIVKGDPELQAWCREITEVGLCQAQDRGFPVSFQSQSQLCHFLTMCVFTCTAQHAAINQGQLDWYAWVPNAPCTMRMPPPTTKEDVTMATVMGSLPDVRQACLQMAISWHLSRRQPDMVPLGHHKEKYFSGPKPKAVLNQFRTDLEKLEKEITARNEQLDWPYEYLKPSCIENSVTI
#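 Xylenol orange chromogenic assay: hydroperoxide from 12hLO oxidises Fe(II), giving red-shifted Fe(III)-XO absorbance. Conditions: 150 nM enzyme, 40 uM arachidonic acid, 25 mM Hepes pH 7.0, 0.01% Triton X-100, 30 min, room temperature.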
# PNC assembly inh – blocks assembly of the perinucleolar compartment; PC3M PTB-GFP, PNC prevalence imaging, 16 h; active compounds read low; activity change (PNC), negative = inhibition, % at 10 µM; 140,000 tested, 3.1% active; AID 2417;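 active = readout at or below -70, meaning at least 70% loss of cells showing the perinucleolar compartment, a nuclear body marking cancer cells; inconclusive = readout between -30 and a set limit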;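 also: plate controls were DMSO wells for no effect and camptothecin positive control wells for full effect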
#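 PC3M cells stably expressing PTB-GFP, 750–1000 cells/well, treated 16 h at 37 °C with compound (23 nl of library stock), in duplicate. After paraformaldehyde fixation and Hoechst stain, imaged at 20x; PNC prevalence scored by image analysis.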
# * hit, by the source's call; ? = inconclusive; · = no result given; & = joins results of further samples; [ ] = dose if it differs, or a comment. Unless noted, calls follow the shape of the dose curve; as a rule, active = well fitted curve in the direction sought with a large enough effect; inconclusive = small, poorly fitted or top-dose-only effect, or another doubt; inactive = no such curve, though single readings can be large; an effect the other way counts as inactive or inconclusive. Unless noted, % is scaled to controls: 0 for no effect and ±100 for the full control effect.
1	CC(=O)N1N=C(c2ccc(C)cc2)OC1c1ccc(C)cc1 (stereo not given)
2	COCCNc1cc(C)nc2c(-c3ccccc3OC)c(C)nn12
3	Cc1onc(-c2c(Cl)cccc2Cl)c1C(=O)NC(=S)Nc1sc2c(c1C(N)=O)CCC(C)C2 (stereo not given)
4	CCOC(=O)Nc1c(C(=O)OC)[nH]c2cc(OC)ccc12
5	CCOc1ccc(NC(=O)CSc2nnc(Cn3cnc4ccccc43)n2C)cc1
6	CCCCC/C=C\C/C=C\C/C=C\C/C=C\CCCC(=O)OC(CO)CO
7	O=C(NCCc1ccccc1)c1ccc(Cl)nc1
8	COc1ccccc1N1CCN(C(=O)C2CC=CCC2C(=O)O)CC1 (stereo not given)

Screen / compound no.	1	2	3	4	5	6	7	8
IMPase inh	0	-3	3	-13	-5	·	1	-10
ALOX15B inhib	3%	·	·	-12%	·	-30%[0.0915 µM]	·	5%
ALOX12 inhib	-6%	2%	1%	-12%	3%	-1%[0.00818 µM]	1%	-5%
PNC assembly inh	24	37	4	-13	-11	·	-100*	?

9	COc1cccc(CNn2cnnc2)c1OCc1ccc(F)cc1
10	O=C1CC(c2c(F)cccc2Cl)C2=C(COC2=O)N1 (stereo not given)
11	CCCCc1cc(=O)oc2cc(C)cc(OCc3nn[nH]n3)c12
12	CC(C)C(=O)Nc1cc(=O)[nH]c2ncnn12
13	CCn1c2c(c3cc(Br)ccc31)CCC/C2=N\O
14	CCN(c1ccccc1)c1ncnc2c1cnn2-c1ccccc1
15	O=C1CCC(C(=O)OCc2ccccc2)N1 (stereo not given)
16	COc1cc(CN2CCN(c3ccccc3C)CC2)cc([N+](=O)[O-])c1O

Screen / compound no.	9	10	11	12	13	14	15	16
IMPase inh	10	11[1.84 µM]	4	-3	?	-5	-1	·
ALOX15B inhib	-4%	-1%[11.4 µM]	0%	4%	12%	10%	2%	·
ALOX12 inhib	-3%	-2%	0%	-1%	-12%	-3%	7%	0%
PNC assembly inh	28	?	10	12	-24	-9	14	1

17	COc1ccc2[nH]c(=O)c(CN(CCO)C(=O)NCc3ccccc3)cc2c1
18	c1ccc(-c2nnc(-c3ccccc3)c(-c3c[nH]c4ccccc34)n2)cc1
19	O=C(NNC(=S)Nc1ccc(F)cc1)C1CC1c1ccc(Cl)cc1 (stereo not given)
20	CCC#CCOCC(=S)Nc1ccccc1
21	COc1cc(-c2[o+]c3cc(O)cc(O)c3cc2O)cc(O)c1O
22	CSc1ncc(Cl)c(C(=O)Nc2nnc(SC)s2)n1
23	CCc1c2c(nc3cccc(C(C)C)c13)-c1cccc(=O)n1C2
24	CC1(C)Cc2ccccc2-c2nc(-c3ccccc3)oc(=O)c21

Screen / compound no.	17	18	19	20	21	22	23	24
IMPase inh	3	-6	·	·	·	-3	·	1
ALOX15B inhib	3%	-2%	·	-11%	-9%[11.4 µM]	2%	-14%	14%
ALOX12 inhib	-4%	-6%	-13%	2%	-18%[11.4 µM]	-2%	-7%	-6%
PNC assembly inh	?	-4	-18	·	·	-18	·	21

25	COc1ccc2nc(Nc3nc4cc5c(cc4s3)OCO5)sc2c1
26	COc1cc(/C=N/NC(=O)c2cccc([N+](=O)[O-])c2)ccc1OCc1ccccc1
27	O=C(O)CCCC(=O)Nc1ccc(C(=O)NCc2cccnc2)cc1
28	CCN(CC)CCNC(=O)c1ccc(NC(C)=O)cc1
29	COC(=O)c1sc(NC(=O)COc2cccc(C)c2)nc1C
30	CCCNC(C)(C)COC(=O)c1ccccc1
31	COc1ccc(N=C2SC(CC(=O)Nc3ccccc3)C(=O)N2CCc2ccccn2)cc1 (stereo not given)
32	O=C(NCc1ccc2c(c1)OCO2)C1CC(=O)N(c2ccc(O)cc2)C1 (stereo not given)

Screen / compound no.	25	26	27	28	29	30	31	32
IMPase inh	·	4	-6	8	·	-2[20.6 µM]	·	5
ALOX15B inhib	·	-2%	-5%	-2%&-3%	·	5%[25.6 µM]	·	1%
ALOX12 inhib	-2%	-22%	2%	-3%&5%&10%	-5%	2%[25.6 µM]	-5%	-2%
PNC assembly inh	-5	-23	?	-16	?	·	20	30

# A second format for some results above:
cpd	IMPase inh	ALOX15B inhib	ALOX12 inhib	PNC assembly inh	Molecule
26	4	-2%	-22%	-23	COc1cc(/C=N/NC(=O)c2cccc([N+](=O)[O-])c2)ccc1OCc1ccccc1
27	-6	-5%	2%	?	O=C(O)CCCC(=O)Nc1ccc(C(=O)NCc2cccnc2)cc1
28	8	-2%&-3%	-3%&5%&10%	-16	CCN(CC)CCNC(=O)c1ccc(NC(C)=O)cc1
29	·	·	-5%	?	COC(=O)c1sc(NC(=O)COc2cccc(C)c2)nc1C
30	-2[20.6 µM]	5%[25.6 µM]	2%[25.6 µM]	·	CCCNC(C)(C)COC(=O)c1ccccc1

# Next part
33	CC(=O)Nc1c(C(=O)O)oc2ccccc12
34	NC(=O)Nc1ccccc1C(=O)NCCc1ccccc1
35	O=C(NCC12CC3CC(CC(C3)C1)C2)c1nn2c(c1Cl)NC(c1ccco1)CC2C(F)(F)F (stereo not given)
36	Cc1cc(C(=O)O)c2ccccc2n1
37	CN(c1cccc(NC(=O)CN(c2cccc(Cl)c2)S(=O)(=O)c2ccc(Cl)cc2)c1)S(C)(=O)=O
38	NNc1nccc(Nc2ccccc2C(=O)O)n1
39	Cc1ccc(C(=O)/C=C/c2c[nH]c3ccccc23)cc1
40	CC(NC(=O)CCCN1C(=O)c2ccccc2C1=O)c1ccc2c(c1)CCCC2 (stereo not given)

Screen / compound no.	33	34	35	36	37	38	39	40
IMPase inh	2	·	12	-2	2	-5	8	0
ALOX15B inhib	-9%	·	2%	2%	·	·	?	-24%
ALOX12 inhib	-7%	1%	-5%	4%	-4%	1%	?	-2%
PNC assembly inh	1	?	?	2	?	10	11	?

41	COC(=O)C(NS(=O)(=O)c1ccc(NC(C)=O)cc1)C(C)C (stereo not given)
42	CCN1C(=O)c2ccccc2S(=O)(=O)c2ccc(C(=O)N3CCOCC3)cc21
43	S=C(Nc1ccc(Cl)cc1)N1CCN(C2CCCCC2)CC1
44	COc1cccc(CNCc2ccccn2)c1OC
45	CC(C(=O)NCCC1=CCCCC1)N1C(=O)c2ccccc2C1=O (stereo not given)
46	CC(c1ccccc1)n1cc(C(=O)NCCCn2ccnc2)nn1 (stereo not given)
47	Cc1ccc(S(=O)(=O)NCc2ccc(C(=O)N3CCc4ccccc4C3)cc2)cc1
48	COc1cc(C)ccc1OCCOCCOc1cc(C)c(C)cc1Br

Screen / compound no.	41	42	43	44	45	46	47	48
IMPase inh	-4	8	5	-6	-3	-1	·	·
ALOX15B inhib	-11%	2%	2%	12%	-4%	·	·	·
ALOX12 inhib	1%	2%	-11%	-3%	-4%	7%	-14%	-21%
PNC assembly inh	-4	15	26	-24	27	198	21	-4

49	Cc1noc(C)c1CSc1nc2cc(S(=O)(=O)N3CCOCC3)ccc2o1
50	Cc1ccccc1NC(=O)CN(C)S(=O)(=O)c1cccc2cccnc12
51	O=C(CS(=O)CC(=O)Nc1cccc2c1CCCC2)Nc1ccc(F)cc1 (stereo not given)
52	O=C(NCc1cccnc1)c1cccc(Cl)c1
53	CC(C)C(C(=O)NCc1ccco1)N(C(=O)CNS(=O)(=O)c1ccc(Cl)cc1)C1CCCC1 (stereo not given)
54	Fc1cc2nccnc2cc1N1CCSCC1
55	CCC(=O)c1ccc(N2CCN(C(=O)COc3ccc(F)cc3)CC2)c(F)c1
56	CC1=C(C(=O)Nc2ccccc2)C(c2ccc(C)o2)n2c(s/c(=C\c3ccco3)c2=O)=N1 (stereo not given)

Screen / compound no.	49	50	51	52	53	54	55	56
IMPase inh	5	8	-2	11	12	2	5	?
ALOX15B inhib	-16%	-1%	1%	0%	-28%	3%[2.29 µM]	12%	-27%
ALOX12 inhib	-6%	6%	-2%	6%	-10%	-2%	3%	-23%
PNC assembly inh	25	-12	?	?	1	-15	49	41

# Given field by field: entries from further up.
50	Cc1ccccc1NC(=O)CN(C)S(=O)(=O)c1cccc2cccnc12
  IMPase inh = 8	ALOX15B inhib = -1%	ALOX12 inhib = 6%	PNC assembly inh = -12
51	O=C(CS(=O)CC(=O)Nc1cccc2c1CCCC2)Nc1ccc(F)cc1 (stereo not given)
  IMPase inh = -2	ALOX15B inhib = 1%	ALOX12 inhib = -2%	PNC assembly inh = ?
52	O=C(NCc1cccnc1)c1cccc(Cl)c1
  IMPase inh = 11	ALOX15B inhib = 0%	ALOX12 inhib = 6%	PNC assembly inh = ?

# Other structures follow:
57	CCCCOC(=O)n1c(SCC(=O)N(CC)CC)nc2ccccc21
58	COc1ccc(C(=O)Nc2ccc(C)cc2C(=O)c2ccccc2)cc1
59	CCCOc1ccc(-c2nc(C#N)c(N3CCc4ccccc4C3)o2)cc1
60	COc1cc(NC(=O)CSc2nnc(-c3ccncc3)n2C2CCCCC2)ccc1NC(=O)c1ccco1
61	CC1(C)CC(=O)c2cn3c(nc2C1)nc1ccccc13
62	COC(=O)C1=C(CSCc2ccccc2)NC(=O)NC1c1cc(C)ccc1C (stereo not given)
63	O=C(CN(c1ccccc1)S(=O)(=O)c1ccccc1)NCCSc1nc2ccccc2s1
64	COC(=O)c1ccc(-n2nnnc2SCC(=O)Nc2ccccc2C(=O)OC)cc1

Screen / compound no.	57	58	59	60	61	62	63	64
IMPase inh	3	2	-4	-5	-5	6	22	22
ALOX15B inhib	-9%	·	-13%	-18%	-4%	·	-7%	-3%
ALOX12 inhib	-4%	-5%	4%	-1%	-5%	1%	-8%	5%
PNC assembly inh	-29	?	37	-22	-15	65	-18	7

65	CNc1nnc(CSc2nc(C)cc(C)n2)s1
66	Cc1ccc(NC(=S)NN(C)c2nc(C)cnc2C)cc1
67	CC1(C)Cc2c(sc3c2C(=O)N(c2ccccc2)C2=NCCCN23)CO1
68	O=C(c1ccccc1)N1CCN(CC#Cc2ccccc2)CC1
69	Cc1ccc([N+](=O)[O-])c(OCCN2CCCCCC2)c1
70	COc1cc(C2C(C#N)=C(N)Oc3c2c(-c2ccccc2)nn3-c2ccccc2)cc(OC)c1OC (stereo not given)
71	Cc1ccc(P(=O)(OCCN2CCOCC2)C(C)(C)C)o1 (stereo not given)
72	Cc1ccc(S(=O)(=O)N(CCC(=O)Nc2ccc(OC(F)(F)F)cc2)c2ccccc2)cc1
73	CCCC(Cl)CCCC(Cl)CCC(Cl)CCC(Cl)CCC(Cl)CCCC(Cl)CCC (stereo not given)
74	CCOC(=O)c1[nH]c2ccccc2c1NC(=O)COC
75	COc1ccc(C)cc1NC(=O)CN1CCN(S(=O)(=O)c2ccc(Br)cc2)CC1

Screen / compound no.	65	66	67	68	69	70	71	72	73	74	75
IMPase inh	5	·	1	-1	·	·	5	·	·	0	-4
ALOX15B inhib	-2%	·	-4%	1%	·	·	0%	·	-6%	4%	3%
ALOX12 inhib	6%	3%	2%	-10%	-1%	-1%	-2%	-2%	0%	-3%	-5%
PNC assembly inh	-30	-23	?	20	3	29	-2	19	·	-2	-28

# Not all compounds are listed, so the mix of outcomes need not match the whole.
